Bioassay records deposited in PubChem BioAssay by National Center for Advancing Translational Sciences (NCATS).
TSHR antagonist: Antagonists of the Thyroid Stimulating Hormone Receptor: HTS campaign; Thyrotropin receptor (Homo sapiens), P16473; TSHR-expressing cells, TSH-stimulated cAMP HTRF, 2 h; hits give low values; activity change, negative = inhibition, % at 11.5 µM; hit rate 0.2% among 330,000;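 active = activity change below a set negative limit, meaning inhibition stronger than a set level, cut at about -70% in these data; inconclusive = activity change between two set negative limits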; also: % is scaled to controls: 0 for no effect and ±100 for the full control effect
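TSHR-expressing cells, 200/well, pre-treated with compound, then stimulated with EC80 TSH (4nM final) for 2 hours at 37 deg C. cAMP measured by competitive HTRF: anti-cAMP cryptate antibody in lysis buffer plus cAMP-d2, read after 30 minutes at room temperature.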
A-T KAP1 phos: qHTS Assay for Identifying a Potential Treatment of Ataxia-Telangiectasia. Potency, µM (series often up to 57.5 µM), for the others: top-dose activation, hits mostly activators. AID 485349, 2010. […] A-T fibroblasts, KAP-1 phosphorylation AlphaLISA; neocarzinostatin DNA damage 30 min before lysis. hit rate 0.19% among 320,000; also: potency is read from the fitted curve at half-maximal effect; % of control where 0% means no effect; nearly all actives have a fitted effect of over 45% in size
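ATM-like activity read as KAP-1 phosphorylation via AlphaLISA donor/acceptor antibody pairs after lysis and 6 hr at 25C. Cells were ATM-null patient fibroblasts ([…], hTERT), dosed 60 min, then exposed to the DSB inducer NCS for 30 min.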
TCR activator: Activators of T cell receptors: qHTS campaign | primary human leukocytes, anti-CD3, IL-2 HTRF, 48 h | 330,000 tested, under 10 active | Potency, µM (doses to about 9.22 µM), for inactives: at the top dose activation of IL-2 secretion, most hits filed as activators; also: % of control where 0% means no effect
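Activity was scored as IL-2 release from primary human leukocytes given only a TCR signal (a-CD3 beads) plus compound for 48 hr. Detection used a two-antibody HTRF format read at 665nm.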
Tb PFK block: qHTS Assay to Find Inhibitors of T. brucei phosphofructokinase | ATP-dependent 6-phosphofructokinase (Trypanosoma brucei brucei), O15648 | T. brucei PFK, ADP-Glo luminescence | hit rate 0.17% among 330,000 | Potency, µM (highest dose often 57.5 µM), for inactives: at the top dose activity, negative = inhibition, hits mostly inhibitors;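 also: potency is read from the fitted curve at half-maximal effect; 0% = uninhibited 1x PFK enzyme wells and -100% = no-enzyme wells; nearly all actives have a fitted effect of over 60% in size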
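Activity is normalized to no-enzyme wells (full inhibition) and 1.25 nM enzyme wells (no inhibition). Reaction: 0.5 mM F6P, 0.1 mM ATP, 45 min RT, ADP-Glo luminescence; concentration-response curves fitted and classed by quality.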
CXXC DNA block: qHTS Fluorescence Polarization Assay for Inhibitors of MLL CXXC domain - DNA interaction; Histone-lysine N-methyltransferase 2A (Homo sapiens), Q03164; hit rate 0.037% among 290,000; Potency, µM (doses to about 115 µM), for inactives: at the top dose activity change, negative = inhibition, actives largely listed as inhibitors; MLL-CXXC / FITC-HOXA9 DNA fluorescence polarization; active = well fitted inhibition curve with a large enough effect in the polarisation, with a control signal flat, not every such curve was filed as active; inconclusive = small, poorly fitted or top-dose-only effect, or effect the other way, or a change in a side signal; inactive = no such curve, though single readings can be large or run the other way; the % refers to the polarisation; also: potency is read from the fitted curve at half-maximal effect
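Fluorescence polarization: 7 uM MLL-CXXC (stock) preincubated 5 min with compounds, then 50 nM fluorescein-HOX-A9 DNA (stock) added; 30 min ambient. Buffer 50 mM Tris-HCl pH 7.5, 50 mM NaCl, 1 mM DTT, 0.05% BSA.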
Giardia killer: Small Molecules that selectively kill Giardia lamblia: qHTS; activity change, % at 7.66 µM, hits read low; Giardia lamblia trophozoite viability; hit rate 0.15% among 340,000; in the data active = activity change below about -80%; inconclusive = between about -30% and that limit;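 also: parasites exposed to compound for two days anaerobically before the ATP read; % is scaled to controls: 0 for no effect and ±100 for the full control effect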
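ATP-content bioluminescence gauges trophozoite survival. Cells (100/well) receive compound and incubate anaerobically for 48 hrs at 37 deg C; detection reagent follows for 15-30 min at room temperature.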
GALK inhibitor: qHTS Assay for Inhibitors of Human Galactokinase (GALK); Potency, µM (series often up to 57.5 µM), for inactives: at the top dose activity change, negative = inhibition, hits mostly inhibitors; AID 1868, 2009; hit rate 0.007% among 270,000; Purified GALK, Kinase-Glo residual ATP luminescence; also: potency is read from the fitted curve at half-maximal effect; % is scaled to controls: 0 for no effect and ±100 for the full control effect
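Kinase-Glo Plus luminescence measured ATP left after a 1 h room-temperature reaction. The reaction used 5 nM GALK, 100 uM galactose and 35 uM ATP at pH 8.0 (20 mM HEPES, 5 mM MgCl2, 60 mM NaCl, 1 mM DTT, 0.01% BSA).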
KCNH2 WT inh: qHTS for Inhibitors of KCHN2 3.1: Wildtype qHTS | U2OS, BacMam KCNH2, thallium flux FluxOr; hits give low values | hit rate 0.37% among 340,000 | Voltage-gated inwardly rectifying potassium channel KCNH2 (Homo sapiens), Q12809 | AID 720551, 2013 | activity change, % at 1.84 µM;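 active = maximum activity change below -70%; inconclusive = maximum activity change between -70% and -50%; inactive = maximum activity change above -50%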; also: % is scaled to controls: 0 for no effect and ±100 for the full control effect
Target sequence (Q12809 whole entry, looked up): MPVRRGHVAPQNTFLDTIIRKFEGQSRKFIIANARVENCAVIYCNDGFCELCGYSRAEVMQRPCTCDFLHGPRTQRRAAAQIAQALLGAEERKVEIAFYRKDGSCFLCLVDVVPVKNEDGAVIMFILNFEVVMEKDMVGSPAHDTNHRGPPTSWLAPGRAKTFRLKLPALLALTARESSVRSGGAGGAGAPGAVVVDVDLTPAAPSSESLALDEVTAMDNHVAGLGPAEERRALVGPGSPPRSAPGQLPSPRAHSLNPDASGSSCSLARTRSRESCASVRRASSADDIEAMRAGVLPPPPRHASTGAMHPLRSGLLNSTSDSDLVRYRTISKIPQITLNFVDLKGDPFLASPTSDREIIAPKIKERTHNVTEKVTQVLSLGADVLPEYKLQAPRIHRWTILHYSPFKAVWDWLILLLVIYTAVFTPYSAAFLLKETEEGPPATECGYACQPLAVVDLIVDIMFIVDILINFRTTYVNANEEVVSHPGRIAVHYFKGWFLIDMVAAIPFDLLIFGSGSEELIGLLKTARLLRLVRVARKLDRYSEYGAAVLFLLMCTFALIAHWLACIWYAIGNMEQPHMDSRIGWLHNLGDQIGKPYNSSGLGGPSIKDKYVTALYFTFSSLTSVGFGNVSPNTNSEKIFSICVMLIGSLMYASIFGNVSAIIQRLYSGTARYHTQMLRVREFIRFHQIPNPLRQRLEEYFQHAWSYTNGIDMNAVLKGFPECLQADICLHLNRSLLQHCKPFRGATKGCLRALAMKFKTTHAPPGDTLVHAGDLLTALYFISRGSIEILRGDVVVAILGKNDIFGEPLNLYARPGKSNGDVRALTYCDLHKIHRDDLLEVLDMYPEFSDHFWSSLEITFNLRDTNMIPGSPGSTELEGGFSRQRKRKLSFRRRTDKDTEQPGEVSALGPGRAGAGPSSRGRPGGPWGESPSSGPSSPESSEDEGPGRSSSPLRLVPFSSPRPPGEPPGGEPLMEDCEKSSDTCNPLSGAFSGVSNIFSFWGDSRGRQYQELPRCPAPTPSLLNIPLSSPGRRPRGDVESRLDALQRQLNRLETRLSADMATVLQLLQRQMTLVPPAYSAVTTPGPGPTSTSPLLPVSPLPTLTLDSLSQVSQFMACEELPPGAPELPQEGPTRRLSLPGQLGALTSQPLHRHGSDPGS
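U2OS cells transduced with wild-type KCNH2 virus are loaded with FluxOr dye for 45 min, and thallium flux is measured in kinetic reads before and after stimulation buffer. Rate constants are normalized to DMSO controls.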
Chronic BCR inh: qHTS Assay to Find Inhibitors of Chronic Active B-Cell Receptor Signaling. AID 493014, 2011. hit rate 0.05% among 340,000. Potency, µM (doses to about 46.1 µM), for the others: at the highest dose ratio change, negative = lower green/red ratio, actives largely listed as inhibitors. ABC-DLBCL IkBa-CBG/CBR reporter, luminescence ratio, 4 h; active = well fitted inhibition curve with a large enough effect in the signal ratio, with a control signal flat, not every such curve was filed as active; inconclusive = small, poorly fitted or top-dose-only effect, or effect the other way, or a change in a side signal; the % refers to the signal ratio;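 also: potency is read from the fitted curve at half-maximal effect; plate controls were basal doxycycline-induced cells for no effect and cells given 10 µM MG132 for full effect; MG132 reads +100%, hits lower the ratio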
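TMD8 ABC-DLBCL cells carrying doxycycline-inducible green luciferase fused to IkappaBalpha plus unfused red luciferase were exposed to compounds (up to 46 uM) for 4 hrs at 37C. Activity came from the overlap-corrected green/red luminescence ratio.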
Coupling enz: qHTS Assay for Inhibitors of Fructose-1,6-bisphosphate Aldolase from Giardia Lamblia: Coupling assay counterscreen. AID 2472, 2010. hit rate 0.67% among 290,000. coupling enzyme system counterscreen, AmpLite Red fluorescence. activity change, negative = inhibition, % at 58.2 µM, hits read low; in the data active = activity change below about -30%; also: % is scaled to controls: 0 for no effect and ±100 for the full control effect
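Counterscreen lacking aldolase: glyceraldehyde-3-phosphate coupling-enzyme reagent preincubated 10 min at RT with compound (at 57.5 uM final), then substrate/coupling system with AmpLite Red added; fluorescence read at 525/598 nm after 20 min RT.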
An asterisk follows results filed as active; u = inconclusive; x = no result given; [ ] = remark or other dose. Unless noted, calls follow the shape of the dose curve; as a rule, active = well fitted curve in the direction sought with a large enough effect; inconclusive = small, poorly fitted or top-dose-only effect, or another doubt; inactive = no such curve, though single readings can be large; an effect the other way counts as inactive or inconclusive. Not a hit list, and some 1.6% of all compounds hit somewhere here.

Start of the data: the first two entries as a preview:
SMILES	TSHR antagonist	A-T KAP1 phos	TCR activator	Tb PFK block	CXXC DNA block	Giardia killer	GALK inhibitor	KCNH2 WT inh	Chronic BCR inh	Coupling enz
COC(=O)[C@]1(CC(C)C)N[C@H](c2ccc(-c3ccc(OC)cc3)cc2)[C@@H]2C(=O)N(C)C(=O)[C@@H]21	-1	1%	3%	0%	x	0	x	-8	0%	x
CCCCn1c(N)c(N(CCC(C)C)C(=O)CC2OC(=O)c3ccccc32)c(=O)[nH]c1=O (stereo not drawn)	11	7%	5%	2%	x	-3	x	4	17%	x

Results, from the first entry:
SMILES	TSHR antagonist	A-T KAP1 phos	TCR activator	Tb PFK block	CXXC DNA block	Giardia killer	GALK inhibitor	KCNH2 WT inh	Chronic BCR inh	Coupling enz
COC(=O)[C@]1(CC(C)C)N[C@H](c2ccc(-c3ccc(OC)cc3)cc2)[C@@H]2C(=O)N(C)C(=O)[C@@H]21	-1	1%	3%	0%	x	0	x	-8	0%	x
CCCCn1c(N)c(N(CCC(C)C)C(=O)CC2OC(=O)c3ccccc32)c(=O)[nH]c1=O (stereo not drawn)	11	7%	5%	2%	x	-3	x	4	17%	x
CC1CCCCN1C(=O)C1COc2ccccc2O1 (stereo not drawn)	-4	1%	2%	1%	3%	8	1%	2	-10%	0
Cc1c(NC(=O)CN2C(=O)C(=O)N(Cc3ccccc3)C2=O)c(=O)n(-c2ccccc2)n1C	-7	-14%	-8%	4%	3%	5	0%	1	-13%	0
O=[N+]([O-])c1cccc(S(=O)(=O)NCc2ccccn2)c1	31	-4%	9%	-3%	-16%	-16	4%	-6	8%	0
CCOC(=O)Cc1nc2ccccc2o1	0	1%	x	-4%	-4%	x	-3%	x	u	2
COc1cc(CNn2nnnc2N)ccc1OCC(=O)NC(C)(C)C	2	x	-2%	2%	15%	9	4%	-10	-12%	1
CC(C)OCCCNC(=O)C(C)Oc1ccccc1 (stereo not drawn)	0	5%	-2%	5%	1%	5	-2%	12	-1%	-2
CCOP(=O)(c1ccc(N(C)C)cc1)C(O)c1c(Cl)cccc1Cl (stereo not drawn)	8	0%	-4%	-1%	4%	-1	0%	-1	u	1
O=C(OCC(=O)N1CCN(c2ccc(F)cc2)CC1)c1cnc2ccccc2n1	x	8%	x	0%	x	-2	x	-5	u	x
Cc1nc2sc(C(=O)Nc3ccccc3)c(N)c2c(C)c1[N+](=O)[O-]	-5	6%	-26%	0%	-10%	-23	-3%	x	-9%	4
COc1ccc(C(=O)NC(Oc2ccccc2)C(Cl)(Cl)Cl)cc1 (stereo not drawn)	-17	-3%	6%	-3%	4%	23	1%	1	-3%	1
CCC(C)(C)NC(=O)CN(C(=O)c1csnn1)c1ccccc1-c1ccccc1	7	-1%	0%	0%	-4%	8	2%	4	-11%	3
CCOc1cc(NC(=O)c2cccs2)c(OCC)cc1NC(=O)CCC(=O)NCc1ccccn1	-7	-14%	-8%	1%	-3%	-26	8%	2	-2%	0
CC(=O)Nc1ccc(/C=C/C(=O)c2ccccc2)cc1	4	18%	x	-10%	0%	x	-3%	x	u	2
CN(Cc1ccccc1)C(=O)c1ccccc1NC(=O)c1ccccc1	-2	1%	-1%	-1%	2%	-10	0%	-16	-1%	3
Cn1c(=O)n(C)c2cc(C(N)=O)ccc21	-6	-9%	-1%	5%	4%	-2	0%	-10	-2%	0
CC(=O)C1C(=O)CC(c2ccc(Cl)cc2)CC1=O (stereo not drawn)	-8	-2%	-44%	3%	-1%	0	-2%	-7	u	6
CCn1c(SCC(=O)Nc2ccccc2C(=O)OC)nnc1-c1cccc(C)c1	8	5%	-56%	3%	-26%	13	0%	0	3%	-1
O=C(Nc1ccccc1C(=O)N/N=C/c1ccco1)c1ccc(F)cc1	4	-5%	1%[46.1 µM]	-8%	0%	-3	x	16	u	-6
Fc1ccc(-n2nnc(-c3cccnc3Cl)n2)cc1	1	5%	-15%	6%	0%	-5	-3%	x	-1%	4
COc1ccc(-n2nc(C(N)=O)c(O)cc2=O)cc1	10	-3%	-6%	-3%	6%	-5	1%	2	14%	2
CN(C)c1ccc(C(=S)N2CCCCC2)cc1	5	0%	-4%	0%	-3%	13	4%	1	-8%	2
CCNc1nc(NCC)nc(OCCOC(=O)c2ccccc2)n1	-3	2%	3%	0%	-1%	1	6%	-5	u	6
COCCNC(=O)C(c1ccc(C)o1)N(Cc1ccco1)C(=O)c1snc(C(N)=O)c1N (stereo not drawn)	4	x	2%[46.1 µM]	-2%	-3%	u	-2%	0	-4%	3
CN1CCN(CC(=O)Nc2ccccc2[N+](=O)[O-])CC1	0	-6%	0%[46.1 µM]	0%	-11%	-5	-6%	-10	11%	5
Clc1nc(NCCN2CCOCC2)nc(NCc2ccccc2)n1	12	1%	-2%	-6%	-12%	14	4%	-4	-11%	1
COc1cc(OC)cc(-c2nnc(NC(=O)Cc3ccc(F)cc3)o2)c1	-6	8%	-2%	-1%	3%	-1	7%	-8	-2%	x
O=C(Nc1ccc2c(c1)OCCO2)C1CCCN(c2ncccn2)C1 (stereo not drawn)	-2	-5%	-2%	-1%	-2%	-12	3%	-3	-16%	-4
Cc1nn(-c2ccc(Cl)nn2)c(=O)c2ccccc12	-1	-1%	-85%	4%	-7%	-7	8%	8	0%	1
CCCN(CCC)CCNC(=O)C(NS(=O)(=O)c1ccc2c(c1)CCC(=O)N2)c1ccccc1 (stereo not drawn)	12	-2%	-1%	0%	7%	20	-2%	8	u	0
Cc1sc(NC(=O)COc2ccccc2)c(C#N)c1C	-8	-1%	4%	-20%	9%	-3	-1%	3	4%	1
CCCOC(=O)c1c(NC(=O)CCC(=O)O)sc2c1CCCCC2	-29	-7%	-4%	-14%	1%	-11	-3%	21	u	23
CN1CCN(c2ccccc2NC(=O)c2ccc3c(c2)OCCO3)CC1	11	5%	-1%	0%	4%	-5	0%	4	-1%	-1
Nc1cc(Br)c(N)c(Br)c1	-14	-2%	-10%	2%	-1%	4	3%	1	0%	-2
Oc1ccccc1C1=NOC(O)(C(F)F)C1 (stereo not drawn)	-1	-3%	-6%	-5%	6%	20	-2%	-5	1%	1
Cc1nc(-c2cccc(NC(=O)C(C)Oc3ccccc3)c2)cs1 (stereo not drawn)	5	7%	5%	1%	-7%	8	-11%	-7	14%	x
O=C(CS(=O)(=O)Cc1ccccc1)NCc1ccc2c(c1)OCO2	-21	x	-4%	0%	6%	6	2%	-3	1%	4
Nc1cc(C(F)(F)F)ccc1-n1cccc1	1	4%	-9%	-2%	-2%	1	-1%	-15	9%	0
Cc1ccc(CN2CCCC(CO)(Cc3ccccc3C)C2)s1 (stereo not drawn)	1	6%	-4%	3%	-1%	-17	2%	9	22%	3
O=C(c1ccc2nc(Cc3cccc(Cl)c3)oc2c1)N1CCC(CO)CC1	-7	-6%	4%	-13%	11%	-3	0%	-7	0%	7
O=C1CN(C(=O)COc2ccc(Br)cc2Br)c2ccccc2N1	-2	3%	2%	-1%	1%	2	-2%	-11	1%	2
O=C(NCc1cccnc1)Nc1cccc(Cl)c1Cl	10	10%	0%	-12%	4%	17	-2%	-10	6%	2

3 entries out of the list above, arranged by the number in GALK inhibitor, lowest first:
canonical_smiles	GALK inhibitor
Cc1nc(-c2cccc(NC(=O)C(C)Oc3ccccc3)c2)cs1 (stereo not drawn)	-11%
CCCOC(=O)c1c(NC(=O)CCC(=O)O)sc2c1CCCCC2	-3%
CN1CCN(c2ccccc2NC(=O)c2ccc3c(c2)OCCO3)CC1	0%
